# mcGAS lum: inhibitors of mouse cGAS. actives 0.15% (n = 160,000). inhibition, % at 12.5 µM. recombinant cGAS, Kinase-Glo ATP depletion luminescence. AID 1259399. Q8C6L5;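 further: 0% = negative control wells and 100% = reference inhibitor with no enzyme activity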
# hcGAS inh: blocks human cGAS activity | inhibition, % at 12.5 µM | recombinant h-cGAS, ATP depletion, Kinase-Glo luminescence | actives 0.081% (n = 290,000) | Q8N884;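 further: 0% = vehicle reaction and 100% = reaction without DNA for no activity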
# Target sequence (Q8N884 whole entry, looked up): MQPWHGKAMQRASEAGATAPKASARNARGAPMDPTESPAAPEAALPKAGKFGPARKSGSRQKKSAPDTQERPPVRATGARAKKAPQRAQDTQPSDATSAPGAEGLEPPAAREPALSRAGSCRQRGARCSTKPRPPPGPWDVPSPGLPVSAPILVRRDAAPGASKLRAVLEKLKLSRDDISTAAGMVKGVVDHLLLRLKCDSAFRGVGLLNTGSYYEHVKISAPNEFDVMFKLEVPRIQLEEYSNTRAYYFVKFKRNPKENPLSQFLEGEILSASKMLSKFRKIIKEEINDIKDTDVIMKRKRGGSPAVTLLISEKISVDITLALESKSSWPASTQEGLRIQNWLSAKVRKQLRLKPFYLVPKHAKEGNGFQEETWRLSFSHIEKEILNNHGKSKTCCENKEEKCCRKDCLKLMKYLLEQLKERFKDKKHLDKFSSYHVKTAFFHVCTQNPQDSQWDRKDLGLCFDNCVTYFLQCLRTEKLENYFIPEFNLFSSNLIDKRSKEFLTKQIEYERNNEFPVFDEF
# NPYLR7 ag: activates Aedes aegypti NPYLR7 receptor; HEK293T NPYLR7/Galpha15, GCaMP6s calcium fluorescence; activation, % at 10 µM; actives 0.15% (n = 270,000); AID 1259423; in the data active means activation above about 40%;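 further: 0% = vehicle and 100% = reference agonist at the receptor; some compounds past the cut are filed as inactive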
# Starred values were filed as active, the others as inactive; · = not tested or not shown; & = joins results of further samples. Unless noted, no stated cut-off is given here; in the data, active means inhibition above about 40%; inactive means the rest. Hits appear at their usual frequency; about 0.27% have a hit in one of these screens.
# Start of the data: the first 3 records, to show the layout:
# Values in the order: mcGAS lum	hcGAS inh	NPYLR7 ag
COc1ccc(CN(CC(C)C)S(=O)(=O)c2ccc(C(C)(C)C)cc2)cc1OS(=O)(=O)c1cccc(C(F)(F)F)c1
    -5	-3	·
CC#CCOC(=O)C1=CCCN(C)C1
    ·	-5	0
CSc1nc(N2CCCC2)c2cnn(CCNC(=O)c3ccc(=O)[nH]c3)c2n1
    -6	3	6

# The whole of this part, from the first entry:
# Values in the order: mcGAS lum	hcGAS inh	NPYLR7 ag
COc1ccc(CN(CC(C)C)S(=O)(=O)c2ccc(C(C)(C)C)cc2)cc1OS(=O)(=O)c1cccc(C(F)(F)F)c1
    -5	-3	·
CC#CCOC(=O)C1=CCCN(C)C1
    ·	-5	0
CSc1nc(N2CCCC2)c2cnn(CCNC(=O)c3ccc(=O)[nH]c3)c2n1
    -6	3	6
COCCN(Cc1ccc([N+](=O)[O-])cc1)Cc1cccn1Cc1ccc(F)cc1
    -5	-10	32
Cc1cc(C(=O)Nc2c(-c3ccc(F)cc3)ncn2C)c(C)s1
    ·	-3	0
CC1=C(C(N)=O)C(c2ccc(Cl)cc2)n2ncnc2N1 (stereo unspecified)
    -7	-11	5
COc1cc(NS(=O)(=O)c2cc(Cl)cc(Cl)c2)c(C(=O)O)cc1OC
    ·	-4	0
CCOc1ccccc1C(=O)Nc1sc(SCC(=O)NC)nc1-c1ccccc1
    -6	1	-4
Cc1ccccc1OCCN(C)Cc1noc(CC(C)C)n1
    ·	2	2
COC(=O)C1CCN(c2nc(C)cc(C)n2)CC1
    ·	-9	6
Cc1c[nH]c(CNC(=O)C(C)(C)NC(=O)c2cccs2)c(C)c1=O
    ·	3	0
Cc1cc(C)c(S(=O)(=O)NCCCO)c(C)c1N(C)S(=O)(=O)c1ccccc1
    -10	-14	12
C=CCSc1nnc(NC(=O)c2ccc(C(F)(F)F)cc2)s1
    -4	7	5
COc1nc(-c2cccc(C(F)(F)F)c2)n(-c2ccc(NC(=O)c3ccc(C(C)(C)C)cc3)cc2)n1
    -7	-14	-7
COc1ccc(-c2ccccc2CO)nn1
    ·	-3	2
CCCCC1C(=O)NCCN1C(=O)CNC(=O)c1ccc(C(C)(C)C)cc1 (stereo unspecified)
    ·	-2	1
O=C(CSc1nc2c(c(=O)n1-c1ccc(OC(F)(F)F)cc1)SCC2)N1CCCC1
    -7	-5	-3
Cc1cccc(-n2cc(CN(C)C(=O)C(=O)c3ccco3)cn2)c1
    ·	-4	-1
CC(CNC(=O)c1ccncc1)c1ccc(F)c(F)c1 (stereo unspecified)
    -5	1	10
CCc1ccc(C(NC(=O)c2cnc(C)cn2)C(C)C)cc1 (stereo unspecified)
    ·	-1	11
Cc1ccc(C)c(Cn2ccnc2CN(CCN(C)C)C(=O)c2ccc(F)cc2)c1
    -5	5	5
Cc1sc2nc3c4ccccc4c(NCc4ccco4)nn3c(=O)c2c1C
    ·	9	-2
Nc1c2c(-c3cccs3)nc(NCc3ccccn3)nc2nn1-c1ccc(F)cc1
    ·	10	7
CC(CNC(=S)NC(=O)C1CC1)NC(=S)NC(=O)C1CC1 (stereo unspecified)
    ·	-4	-14
Cc1ccc(N2CC(C(=O)NNC(=O)COc3ccccc3C#N)CC2=O)cc1 (stereo unspecified)
    ·	-7	1
CCNc1ncc(C(=O)N2CCC(Cc3nn(C)c(=O)n3CC)CC2)cn1
    -19	-6	29
CN=C1CC(C)(C)CC(=O)C1=C(O)CCC(=O)OC
    -4	-4	11
O=C(c1cn(-c2ccccc2)nn1)N1CCCC1CCc1ccccc1 (stereo unspecified)
    -2	-3	-10
Cc1cc(=O)[nH]c(NN=Cc2cc(Br)ccc2O)n1
    ·	-2	-10
CC(C)(C)OC(=O)N1CCC(CNCC2CCN(CC(F)(F)F)C2)CC1 (stereo unspecified)
    ·	-1	-6

# Among those listed so far, 4 contain an aryl methoxy group:
# Values in the order: mcGAS lum	hcGAS inh	NPYLR7 ag
COc1ccc(CN(CC(C)C)S(=O)(=O)c2ccc(C(C)(C)C)cc2)cc1OS(=O)(=O)c1cccc(C(F)(F)F)c1
    -5	-3	·
COc1cc(NS(=O)(=O)c2cc(Cl)cc(Cl)c2)c(C(=O)O)cc1OC
    ·	-4	0
COc1nc(-c2cccc(C(F)(F)F)c2)n(-c2ccc(NC(=O)c3ccc(C(C)(C)C)cc3)cc2)n1
    -7	-14	-7
COc1ccc(-c2ccccc2CO)nn1
    ·	-3	2

# Next records follow.
# Values in the order: mcGAS lum	hcGAS inh	NPYLR7 ag
CN(Cc1csc(-c2ccccc2)n1)Cc1nc(-c2cccs2)no1
    -9	-8	3
CO/N=C(/C(=O)NCCOc1ccccc1)c1csc(NC=O)n1
    -3	-5	3
CC(=O)O[C@@H](C)C(=O)NC/C=C(\C)CCC=C(C)C
    -4	-4	-5
Cc1nc(-c2ccccc2)ccc1C(=O)NC(C)C(C)n1cncn1 (stereo unspecified)
    ·	-4	1
O=S(=O)(NCCc1csc2nc(-c3ccccc3)nn12)c1ccccc1F
    -8	-3	-6
O=c1oc2c(CN3CCN(CCO)CC3)c(O)ccc2cc1-c1nc2ccccc2s1
    ·	-5	66*
CC1CN(C(=O)CSc2nc(Cl)cc(N3CCN(C(=O)c4ccc(F)cc4)C(C)C3)n2)CC(C)O1 (stereo unspecified)
    0	0	-7
COc1ccc2sc(C(=O)NC/C=C(\C)CCC=C(C)C)c(Cl)c2c1
    -8	-7	-5
CC(C(N)=O)S(=O)(=O)Cc1sccc1Br (stereo unspecified)
    ·	-17	4
COc1cc(OC)c(C2c3cccn3CCCN2Cc2cccc(C(F)(F)F)c2)cc1OC (stereo unspecified)
    ·	-5	-1
O=c1oc2ccc(Cl)cc2cc1-c1nnc(Nc2cccc(C(F)(F)F)c2)s1
    ·	-1	-1
CCCC(C)NC(=O)C1CCCNC1 (stereo unspecified)
    ·	-16	-2
CCC(CC)C(=O)Nc1nc(OCCN2CCCC2=O)cnc1-c1cccc(C(F)(F)F)c1
    -3	-2	17
CC1=C(C(=O)N2CCCCCC2)C2(CCCCC2)OC1=O
    0	-2	7
CN1CCN(c2cc(-c3ccc4ccccc4c3)nc3ccnn23)CC1
    -1	-8	-8
Cc1ccc(C(=O)NCC2(CO)CCOCC2)cc1NC(=O)C1CCCC1
    0	2	2
CC(C)(C)c1ccc(NC(=O)Cn2c3c(sc2=O)CCCC3)cc1
    ·	-7	6
O=C(Cc1ccccc1)Nc1ccnn1C1CCN(CC2CCCCC2)CC1
    ·	-1	0
COc1cccc(CSc2nnc(NC(=O)c3ccc(Cl)cc3Cl)s2)c1
    ·	2	22
COc1ccc(C)cc1-c1csc(NC(=O)C2(C)Cc3ccccc3C(=O)O2)n1 (stereo unspecified)
    -8	-6	1
CCc1nc2n(n1)C(=O)C(C(c1ccc(F)cc1)N1CCCC(C)C1)S2 (stereo unspecified)
    2	5	-2
C#Cc1cccc(C(=O)N2CCCC(C(=O)c3ccc(C(F)(F)F)cc3)C2)c1 (stereo unspecified)
    -2	-1	-1
Cc1ccc2nc(-c3ccc(C(C)(C)C)cc3)c(Nc3c(C)cccc3C)n2c1
    -7&0	-8&1	-4&3
Cc1cc(C)c(/C=C/C(=O)N(C)CC(=O)NC2CCS(=O)(=O)C2)cc1C (stereo unspecified)
    -14	-6	2
Clc1ccc(-c2nnc(-c3ccc(Cl)cc3)nn2)cc1
    -3	6	4
CCC(C(=O)N1CCc2ccccc2C1c1ccccc1F)c1ccccc1 (stereo unspecified)
    -9	-8	-3
COc1ccc(-c2onc(C)c2C(=O)N2CCC(Cc3ccc4c(c3)OCO4)CC2)cc1
    -9	-6	2
Cc1cc(CN(C)CC(O)c2ccc(Br)cc2)no1 (stereo unspecified)
    -5	-10	0
CCN(CCCNC(=O)c1ccc2c(=O)n(-c3ccccc3)c(=O)[nH]c2c1)c1ccccc1
    ·	0	-7
O=[N+]([O-])c1nc(-c2ccccc2)n[nH]1
    ·	13	-10

# Next part:
# Values in the order: mcGAS lum	hcGAS inh	NPYLR7 ag
C=CCOCC(O)CN(CCOC)Cc1c(C)nn(-c2ccc(F)cc2)c1Oc1cccc(F)c1 (stereo unspecified)
    -3	0	-2
CC(C)CCNC(=O)c1cn(C2CCCC2)cc(C(=O)N2CCN(c3ccccc3O)CC2)c1=O
    -13	-7	1
CCn1nnc2c(=O)n(CC(=O)NC)cnc21
    ·	-4	0
Cc1ccc2nc(=O)c3cc(F)c(F)c(F)c3n2c1
    ·	-1	5
NS(=O)(=O)Cc1ccc(NS(=O)(=O)c2cccc(Br)c2)cc1
    ·	-3	1
N#Cc1cc2cc([N+](=O)[O-])ccc2n2c1nc1ccccc12
    ·	-5	6
O=C(C1CC(=O)N(C2CCCC2)C1)N1CCN(S(=O)(=O)c2cccs2)CC1 (stereo unspecified)
    ·	-5	9
COc1ccc(NS(=O)(=O)c2ccc3c(c2)OCCO3)cc1S(=O)(=O)N1CCCCC1
    ·	-3	-1
COc1ccc(CC(=O)N2CCOC(COc3ccc(Cl)c(C)c3)C2)cc1F (stereo unspecified)
    ·	-4	22
COc1ccc(S(=O)(=O)NCCc2ccc(F)cc2)cc1N1CCN(S(=O)(=O)c2ccc(NC(C)=O)cc2)CC1
    -3	-1	17
CCCCSc1nc2c(c(=O)[nH]1)C(c1ccc(F)cc1)C(C(=O)OC(C)C)C(C)=N2 (stereo unspecified)
    -8	-3	1
COc1ccc2cc(C3CN(S(=O)(=O)c4cn(C)c(C)n4)CCO3)ccc2c1 (stereo unspecified)
    ·	-1	-3
Cc1ccccc1OCc1nc(CN(C(=O)NC(C)(C)C)C2CC2)cs1
    -4	0	19
CC(C)(C)NS(=O)(=O)C1CCS(=O)(=O)C1 (stereo unspecified)
    -5	-9	·
CCc1cc2c(=O)n(NC(=O)c3nc(-c4ccco4)sc3C)cnc2s1
    -17	-10	1
CC(NC1CCS(=O)(=O)C1)c1ccc(C(C)(C)C)cc1 (stereo unspecified)
    ·	-13	5
COCc1nc(N2C[C@]3(C)C[C@H]2CC(C)(C)C3)c2cnn(C)c2n1
    -26	-1	-1
COc1ccc(-n2c(SCc3ccc(C#N)cc3)nnc2-c2ccccc2C)cc1
    -5	-6	·
O=C(NCCCC1CCCCC1O)C1CC1c1ccc(F)cc1 (stereo unspecified)
    ·	-13	-1
O=C(Nc1ccc(F)cc1F)Nc1cc([N+](=O)[O-])ccc1F
    ·	-3	-5
Cc1nn(C)c(C)c1CCC(=O)NCc1cnc2ccccn12
    ·	-9	-3
CC(=O)OC1(c2ccccc2)OC(=O)C(=O)/C1=C(/C(=O)Nc1ccccc1)c1ccccc1 (stereo unspecified)
    ·	-8	-3
C=CC(C)(O)CN(CCN(C)C)Cc1ccc(OC)c(OC)c1 (stereo unspecified)
    -6	-8	30
CCOC(=O)N1CCN(C(c2ccc(Cl)cc2)c2c(O)cc(C)n(CCOC)c2=O)CC1 (stereo unspecified)
    ·	-7	12
COc1cc(C=NNc2nc(C)cc(=O)[nH]2)ccc1OCCC(C)C
    -1	-2	-4
CCN(CC)CCN(C(=O)c1ccc([N+](=O)[O-])o1)c1nc2cc3c(cc2s1)OCCO3
    -1	0	-9
Oc1oc(-c2ccccc2)nc1C=Nc1cccnc1
    -6	-5	-8
CCC(C)N(Cc1c(-c2ccccc2)noc1N1CCc2ccccc2C1)CC(O)CN1CCOCC1 (stereo unspecified)
    -3	-2	8
CCC1(C(=O)NC(C)CC(C)(C)c2ccccc2)CCC1 (stereo unspecified)
    -16	-7	4
CNc1nc2c(c(=O)[nH]c(=O)n2C)n1CCCc1ccccc1
    ·	-10	1

# The list goes on; the last two above are carried over.
# Values in the order: mcGAS lum	hcGAS inh	NPYLR7 ag
CCC1(C(=O)NC(C)CC(C)(C)c2ccccc2)CCC1 (stereo unspecified)
    -16	-7	4
CNc1nc2c(c(=O)[nH]c(=O)n2C)n1CCCc1ccccc1
    ·	-10	1
O=C1/C(=C/c2ccccc2O)SC(=S)N1Cc1ccccc1
    ·	-3	-1
COC(=O)c1ccn(-c2ccccc2)n1
    ·	-7	14
CCOC(=O)C1=C(C)N=c2s/c(=C/c3ccccc3F)c(=O)n2C1c1ccc(Cl)cc1 (stereo unspecified)
    -6	-4	-5
Fc1ccc(Nc2nc(N3CCOCC3)nc3[nH]ncc23)cc1
    ·	-15	0
Cc1cccc(OCc2nc(CN(CCN3CCCCC3)C(=O)c3ccc(F)cc3)cs2)c1C
    -8	-2	5
CC(NC(=O)c1ccc(Nc2c(Oc3ccc(Cl)cc3)cnn(C)c2=O)cc1)c1ccccc1 (stereo unspecified)
    -4	-2	-1
CCOc1ccc(-c2cc3c(=O)n(CC(=O)NCc4ccccc4OC)ccn3n2)cc1
    -8	-4	13
CN1CCNC(=O)C12CCN(Cc1ccccc1OCc1ccccc1)CC2
    ·	-9	6
CC(C)(C)OC(=O)N(Cc1ccc(Br)cc1F)C1CCC(C(=O)N2CCOC(COc3ccc(F)cc3)C2)CC1 (stereo unspecified)
    -6	-5	7
CCOc1cccc2sc(N(CCn3nc(C)cc3C)C(=O)c3cc(C)on3)nc12
    -11	-7	-17

# Whole records, quoted from the list. Order of values: mcGAS lum | hcGAS inh | NPYLR7 ag
# Fc1ccc(Nc2nc(N3CCOCC3)nc3[nH]ncc23)cc1 is listed as · | -15 | 0
# COC(=O)c1ccn(-c2ccccc2)n1 is listed as · | -7 | 14
# CC(NC(=O)c1ccc(Nc2c(Oc3ccc(Cl)cc3)cnn(C)c2=O)cc1)c1ccccc1 (stereo unspecified) is listed as -4 | -2 | -1

# Screening results from PubChem.
